West Nile antiviral: West Nile virus antiviral activity, cell-based, CPE readout (AID 1621). actives 0.02% (n = 290,000). CPE inhibition, % at 10 µM, or IC50 in µM where a hit was titrated. West Nile virus-infected cells, CPE inhibition; higher % means a stronger effect; in the data active = a potency from the dose series; inconclusive = CPE inhibition mostly from about 3.7% at the one dose, without a potency; inactive = the rest, 99 in 100 with CPE inhibition below about 2.2%; also: strong numbers were not always called active
Yfh1-depleted yeast: enhancers of respiration in Yfh1-depleted yeast, dose response, Friedreich's ataxia, plus single-dose screen (AID 1465); S. cerevisiae Yfh1-off respiration, WST-1 reduction, 72 h; higher fold induction means a stronger effect; fold induction at 50 µM; hits with a dose series show EC50 in µM; actives 0.074% (n = 220,000);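 active = fold induction of absorbance versus untreated yeast above a set limit, then at least 30% activation at any dose in follow-up; inconclusive = repeats straddling the limit, or above it without dose testing; inactive = fold induction below the set limit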;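 also: activators that raise dye reduction in frataxin-depleted yeast; strong numbers were not always called active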
UTI89 phage lysis: inhibition of K1F phage lysis, E. coli UTI89, bacterial capsule biogenesis inhibitors, alamar blue (AID 488966); inhibition, % at 100 µM; hits with a dose series show IC50 in µM; E. coli UTI89 K1F phage lysis, alamar blue, 2 h; higher % means a stronger effect; actives 0.02% (n = 340,000);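 active = phage lysis inhibition, versus mean bacterial control, above a set limit; inconclusive = no clear call, values can overlap the other calls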;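 also: capsule biogenesis inhibitors block K1F phage lysis so surviving cells raise fluorescence; higher fluorescence means more inhibition of phage lysis; actives were called in the ten point dose series up to 300 µM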
NS5 inhibitors: Dengue-2 NS5 methyltransferase inhibitors, primary screen, biochemical, confirmation dose response (AID 588689); Genome polyprotein (Dengue virus type 2 (strain 16681-PDK53)); Dengue-2 NS5 methyltransferase capping enzyme assay, biochemical; higher % means a stronger effect; inhibition, % at 25 µM; hits with a dose series show IC50 in µM; actives 0.3% (n = 340,000); in the data active = a potency from the dose series; inconclusive = inhibition above about 29% without an active follow-up result
SV40 large T antigen: SV40 large T antigen inhibitors, biochemical (AID 1903); SV40 large T antigen ATPase/helicase inhibition assay; higher % means a stronger effect; inhibition, % at 20 µM, or IC50 in µM where a hit was titrated; actives 0.39% (n = 310,000); in the data active = a potency from the dose series; inconclusive = inhibition mostly from about 32% at the one dose, without a potency; inactive = the rest, 99 in 100 with inhibition below about 32%; also: strong numbers were not always called active
RSV CPE inhibition: RSV antiviral activity via CPE protection, HEp-2 cells, primary 10 µM value included (AID 2391); HEp-2 cells, RSV-induced CPE inhibition; higher % means a stronger effect; CPE inhibition, % at 10 µM; hits with a dose series show IC50 in µM; actives 0.13% (n = 310,000); in the data active = a potency from the dose series; inconclusive = CPE inhibition mostly from about 23% at the one dose, without a potency; inactive = the rest, 99 in 100 with CPE inhibition below about 21%; also: strong numbers were not always called active
WT yeast gro inh: growth inhibition of WT strain, primary screen, mitochondrial fusion inhibitor project, WT and mutant strains, chemical genetic; inhibition, % at 10 µM; actives 2.1% (n = 190,000); mitochondrial fusion phenotypic screen; in the data active = inhibition above about 58%; tested in S. cerevisiae
CSM14.1 death rescue: rescue of cells from ER stress-induced death, primary screen, 384-well, CSM14.1, thapsigargin, ATP luminescence (AID 1222) | CSM14.1 thapsigargin-induced death rescue, ATP luminescence; higher % means a stronger effect | cellular ATP content (survival), % at 20 µM; hits with a dose series show EC50 in µM | 190,000 tested, under 10 active;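 active = EC50 below 50 µM in the dose-response confirmation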;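 also: death triggered by thapsigargin at about 15 µM added after 2 h compound pretreatment; cell ATP read after overnight thapsigargin exposure of roughly 18 to 22 hours; normalized against plate controls of thapsigargin alone and 5% DMSO vehicle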
XIAP displacement: XIAP antagonists, biochemical, IAP family, fluorescence polarization (AID 1018); XIAP BIR domain, fluorescence polarization peptide displacement; higher % means a stronger effect; actives 0.007% (n = 200,000); E3 ubiquitin-protein ligase XIAP (Homo sapiens); one-dose displacement, % at 20 µM; IC50 in µM for titrated hits; in the data active = displacement above about 50%; also: a part of the inactive calls stands beside numbers as strong as those of hits
WT yeast gro inh mutant strain: second read-out of WT yeast gro inh, no call of its own (marks repeat the call); inhibition, %; mitochondrial fusion phenotypic screen, mutant strain inhibition
NS5 inhibitors pilot replicate: also measured in NS5 inhibitors; calls as there; inhibition, %; measured here: pilot screen replicate inhibition
An asterisk follows results filed as active; i = inactive; ? = inconclusive; / = no result given; [ ] = dose if it differs, or a comment.

SMILES	West Nile antiviral	Yfh1-depleted yeast	UTI89 phage lysis	NS5 inhibitors	SV40 large T antigen	RSV CPE inhibition	WT yeast gro inh	WT yeast gro inh mutant strain	CSM14.1 death rescue	XIAP displacement	others
Cc1c(C)c(C)c(C(=O)CCc2cccc(NC(=O)CCC(=O)O)c2)c(C)c1C	0.1%	/	0.2%	0.0%	10.2%	2.5%	/	/	/	/
CCn1c(/C=C/c2ccc(O)c(O)c2)nc2ccccc2c1=O	-0.6%	/	0.9%	-33.6%	35.7µM*	10.1%	/	/	/	/
COc1cccc(CCNC(=O)CCc2nnc(Cc3cc(OC)ccc3OC)o2)c1	0.8%	/	-0.2%	-2.0%	2.9%	-0.7%	/	/	/	/	NS5 inhibitors pilot replicate=2.1
Cc1ccc(-n2c(=O)[nH]cc(C(=O)N3CCc4ccccc43)c2=O)cc1C	-0.3%	i	0.5%	-9.0%	16.5%	3.5%	-10.3	-7.9	-1.5%	-3.2%
CCOC(=O)N1CCN(S(=O)(=O)c2ccc(C(=O)N(CCCN(C)C)c3nc4ccc(CC)cc4s3)cc2)CC1	2.5%	/	0.1%	7.1%	-5.1%	0.6%	/	/	/	/
COc1cc(CSC)nc(-c2ccccc2)n1	/	/	-0.8%	-5.9%	10.0%	0.7%	20.0	11.8	-1.2%	-4.5%
O=C(Cn1cnc2ccccc21)c1ccc(Cl)cc1	-0.5%	/	-0.2%	-9.5%	-0.3%	0.2%	/	/	/	/
COCCNC(=O)C(c1ccc(Cl)cc1)N(C(=O)CCC(=O)Nc1ccccn1)C1CCCC1 (stereo not drawn)	-0.2%	i	-0.7%	-13.5%	13.6%	-0.1%	-4.6	-1.2	-0.1%	-6.5%
Brc1ccccc1-c1nnc(COc2ncnc3c2cnn3-c2ccccc2)o1	-0.3%	i	0.8%	-3.4%	9.7%	16.7%	2.8	14.4	0.0%	-6.4%
Cc1ccc(NC(=O)c2c(O)c3ccccc3n(C)c2=O)nc1	1.8%	i	0.5%	-5.6%	10.1%	0.4%	8.2	0.4	-0.2%	-9.2%
Cc1ccc(OCCSc2nc3ncnc(N)c3[nH]2)cc1	-0.3%	i	0.2%	4.0%	3.5%	2.6%	17.7	10.7	/	-3.5%
O=C(Cc1ccc(F)cc1)N(c1ccccc1)C1C=CS(=O)(=O)C1 (stereo not drawn)	0.3%	i	0.1%	-1.4%	6.3%	0.2%	-4.6	-6.2	0.8%	1.7%

Reprinted from the part before: 2 compounds; new compounds follow.
SMILES	West Nile antiviral	Yfh1-depleted yeast	UTI89 phage lysis	NS5 inhibitors	SV40 large T antigen	RSV CPE inhibition	WT yeast gro inh	WT yeast gro inh mutant strain	CSM14.1 death rescue	XIAP displacement	others
Cc1ccc(OCCSc2nc3ncnc(N)c3[nH]2)cc1	-0.3%	i	0.2%	4.0%	3.5%	2.6%	17.7	10.7	/	-3.5%
O=C(Cc1ccc(F)cc1)N(c1ccccc1)C1C=CS(=O)(=O)C1 (stereo not drawn)	0.3%	i	0.1%	-1.4%	6.3%	0.2%	-4.6	-6.2	0.8%	1.7%
COc1ccc(Cl)cc1NC(=S)NCc1ccc(S(N)(=O)=O)cc1	-0.3%	i	-1.1%	-8.8%	3.9%	3.9%	-8.8	12.3	-1.8%	4.9%
Cn1c(=N)c(S(=O)(=O)c2ccccc2)cc2c(=O)n3ccccc3nc21	-0.1%	i	0.5%	-8.1%	10.6%	1.1%	8.3	18.8	-0.5%	-1.0%
CC1(C)Cc2nc3sc4c(SCC(=O)NCc5ccco5)ncnc4c3cc2CO1	1.2%	i	-0.3%	/	24.7%	0.6%	-8.0	-12.0	-2.4%	-2.3%
COc1ccc(NC(=O)CSc2nnc(-c3ccc(C)cc3)n2N)cc1	-0.4%	i	?	-1.6%	8.4%	3.0%	9.1	-2.3	-2.4%	-6.2%
CN(c1ccccc1C(=O)O)S(=O)(=O)c1ccc2c3c(cccc13)C(=O)N2	0.0%	i	0.0%	13.5%	21.9%	0.8%	-24.2	-6.3	1.5%	-1.9%
Cc1nc2cc3ccccc3cc2c(=O)[nH]1	0.1%	i	0.2%	-5.6%	11.5%	18.5%	10.5	16.8	-1.6%	-4.2%
COc1ccc2nc(C)cc(SCC(=O)Nc3c(C)cccc3C)c2c1	-1.0%	i	0.7%	0.7%	-1.9%	-0.2%	-24.2	-11.6	-2.1%	-10.6%
CCCC(c1nnnn1Cc1ccc2c(c1)OCO2)N1CCC(C(N)=O)CC1 (stereo not drawn)	-0.3%	i	-1.0%	-0.7%	/	-0.8%	-5.5	-11.6	-0.1%	-4.5%
CCN(CCCNC(=O)CCC(=O)N1CCOc2ccccc21)Cc1ccccc1	-0.6%	/	2.0%	2.1%	2.0%	-0.1%	/	/	/	/
COc1ccc(C(=O)NC2CCN(S(=O)(=O)c3ccc(F)cc3)CC2)cc1	0.1%	/	0.7%	-1.9%	5.3%	1.2%	/	/	/	/
C/C(=N/NS(=O)(=O)c1ccc(C)cc1C)c1c[nH]c2ccccc12	-1.3%	/	0.5%	-7.4%	30.9%	5.3%	/	/	/	/
COc1cc(/C=N/NC(=O)c2ccc(CN3c4cccc5cccc(c45)S3(=O)=O)cc2)cc(OC)c1O	-0.9%	i	/	/	6.0%	/	-4.9	-11.3	1.0%	-3.9%
CCCOc1ccc(N2C(=O)CC(N3CCC(O)(c4cccc(C(F)(F)F)c4)CC3)C2=O)cc1 (stereo not drawn)	-0.1%	i	0.5%	-0.7%	13.4%	2.9%	0.7	1.5	0.1%	-9.4%
Cc1ccc(COc2ccc(/C=N/NC(=O)CN3CCCCC3)cc2)cc1	0.6%	i	0.2%	-2.3%	15.3%	3.5%	0.0	-4.8	0.9%	-5.3%
CCc1cc(Cn2nc(-c3ccccc3)cc2C(=O)NCc2ccccc2OC)on1	/	/	-0.6%	0.8%	2.0%	4.5%	/	/	/	/
Cc1ccc(C(=O)NCC(=O)OCC(=O)c2cc(C)n(Cc3ccco3)c2C)cc1	0.1%	i	1.0%[50 µM]	-11.7%	24.9%	0.7%	17.2	8.2	3.2%	-7.9%
CCC(=O)Nc1cccc(-c2nc3ccccc3c(=O)o2)c1	/	/	0.5%	-22.2%	0.4%	0.3%	15.9	21.8	-1.1%	0.9%
O=C(COC(=O)Cc1ccc(Cl)cc1)Nc1c(F)cccc1F	0.3%	i	0.1%	3.6%	8.0%	0.6%	-10.0	-6.3	3.0%	-5.3%
CCc1ccc2c(CN3CCOCC3)cc(=O)oc2c1	-0.3%	/	-0.9%	2.9%	3.8%	0.9%	/	/	/	/
O=C(c1cc(C2CC2)on1)N1CCCC(N2CCN(c3ccc(F)cc3)CC2)C1 (stereo not drawn)	-0.6%	/	0.9%	-1.8%	18.2%	2.5%	/	/	/	/
Cc1cc(C)n(-c2nnc(NC(C)(C)C)nn2)n1	0.0%	i	6.4%	0.0%	30.3%	1.0%	6.4	-8.8	1.2%	-6.7%
O=c1nccc(Nc2ccccc2)[nH]1	-0.3%	i	0.1%	-15.0%	14.0%	0.8%	/	/	/	/
COc1ccc(NC(=O)Cn2c(NCC(C)O)nc3ccccc32)cc1Cl (stereo not drawn)	-0.1%	i	-0.9%	-7.6%	5.8%	-1.5%	-7.3	5.0	-1.8%	-2.6%
C[C@H](NC(=O)c1nc[nH]c1C(=O)NCc1ccccc1)C(=O)OCc1ccccc1	-0.4%	/	-1.4%	-10.3%	20.6%	1.1%	/	/	/	/
Cc1cc(C)c(C(=O)Nc2cccc(F)c2)c(Cl)n1	-0.2%	i	-1.6%	-6.2%	4.8%	-0.4%	-0.7	4.5	-0.9%	-2.6%
CCOC(=O)C[N+](C)(C)CCOC1CC2CCC1(C)C2(C)C (stereo not drawn)	0.2%	i	1.2%	-2.7%	10.1%	0.5%	1.9	14.0	-1.0%	18.6%
O=C(CCCOc1ccccc1)N1CCCc2ccccc21	-0.9%	i	1.6%	-0.7%	0.7%	8.0%	12.8	3.8	-2.3%	0.7%
CC(C)N(Cc1ccccc1)S(=O)(=O)N(C)C	1.1%	i	4.0%	0.0%	-1.1%	0.3%	5.7	13.3	-1.1%	-1.5%
Cc1ccc(-c2nnc(CCC(=O)N(C)Cc3nccs3)o2)s1	-0.1%	i	-0.2%	/	-8.6%	1.4%	-0.6	-5.8	1.9%	-1.8%
COC(=O)c1c(C)[nH]c(C(=O)CSc2nnnn2-c2ccccc2)c1C	/	/	0.6%	0.5%	11.3%	1.0%	-13.1	4.5	-1.1%	-4.6%
CCCn1c(=O)c(-c2nc3ccccc3[nH]2)c(O)c2ccccc21	-0.5%	i	0.8%	0.0%	5.6%	-0.8%	12.1	0.4	-6.9%	-3.4%
O=C(COC(=O)c1cccnc1Cl)c1ccc(F)cc1	1.0%	i	0.2%	-7.8%	10.0%	2.3%	-0.3	4.1	0.2%	-5.5%
CC(=O)N/C(=C\c1ccc(F)cc1)C(=O)NC(Cc1c[nH]c2ccccc12)C(=O)O (stereo not drawn)	/	/	1.7%[50 µM]	3.8%	3.5%	2.0%	-6.7	-5.7	0.4%	-1.0%
CC(=O)NCCc1nc2cc(NC(=O)c3ccc(Cl)cc3)ccc2n1C	-0.4%	/	-1.1%[50 µM]	-5.9%	7.3%	1.2%	/	/	/	/
Cc1cccc(NS(=O)(=O)c2ccc3c(c2)NC(=O)CO3)c1C	0.6%	/	0.2%	0.9%	9.2%	1.0%	/	/	/	/
CN(C)C(CNc1ccc(S(C)(=O)=O)cc1[N+](=O)[O-])Cc1ccccc1 (stereo not drawn)	-0.4%	/	0.2%	-7.1%	-5.3%	0.3%	/	/	/	/
CCOC(=O)N1CCc2c(sc3nc4n(c(=O)c23)N=C(C)CS4)C1	0.3%	i	-0.9%	-1.7%	4.5%	-1.2%	-6.3	-19.6	-0.6%	-2.4%
COc1ccc2cc(CCNC(=O)c3c(-c4ccccc4Cl)noc3C)c(=O)[nH]c2c1	0.3%	i	0.1%	0.0%	12.2%	0.4%	5.8	10.2	-4.0%	-1.7%
CCn1c(/C=C2\C(=O)Nc3ccccc32)nc2ccccc2c1=O	-0.7%	i	1.4%[50 µM]	-2.2%	6.9%	2.1%	-5.9	12.9	-2.0%	-1.9%
O=S(=O)(NCCc1nnc2ccc(SCc3cccnc3)nn12)c1ccccc1	1.5%	i	-0.1%	-5.4%	9.5%	1.1%	-10.0	2.9	-9.2%	-2.6%
COc1ccc(NS(=O)(=O)c2cc(NC(=O)C3CC3)ccc2N2CCOCC2)cc1	-0.7%	i	0.0%	0.0%	12.1%	-2.0%	-10.7	15.6	-1.6%	-6.7%
COc1ccc(C(=O)n2nc(-c3ccco3)nc2SC)cc1OC	0.6%	i	-2.1%	-8.0%	25.4%	0.3%	7.0	4.5	-0.6%	-3.5%

Screening results (PubChem)
